Myeloid diff 2 = induction of myeloid progenitor differentiation, primary screen, cell-based, flow cytometry, MLPCN library; ER-HoxA9 myeloid progenitors, lysozyme-GFP differentiation; calls only at 10 µM; 1% of 360,000 active; AID 624256, 2012;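 active means normalized GFP-positive differentiation at or above the plate's own cutoff, the solvent-only control mean plus 3 SD; inconclusive means no clear call, values can overlap the other calls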;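 further: cells exposed to compound for four days before flow analysis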
Myeloid diff 2 GFP+ MAC1+ % = further read-out of Myeloid diff 2, marked with its call; GFP+ MAC1+ double positive, %; measured here: differentiation confirmed by MAC1 staining
Numbers without * were called inactive; i = inactive; ? = inconclusive; · = no result given; & = joins results of further samples. These rows are one share of the data; the hit share may differ from the screen's.

Sample of the layout:
Second line of a record – Myeloid diff 2	Myeloid diff 2 GFP+ MAC1+ %
1. CCOC(=O)C1=CCN(S(=O)(=O)c2ccc(C)cc2)C1c1ccc(C(C)C)cc1 (stereo not given)
    i	0.4
2. COC(=O)[C@]12CCCCC=C1N(Cc1cccc3ccccc13)C(=O)[C@H](CC(=O)NCc1cccs1)C2
    i	1.0

Results, previewed entries included:
Second line of a record – Myeloid diff 2	Myeloid diff 2 GFP+ MAC1+ %
1. CCOC(=O)C1=CCN(S(=O)(=O)c2ccc(C)cc2)C1c1ccc(C(C)C)cc1 (stereo not given)
    i	0.4
2. COC(=O)[C@]12CCCCC=C1N(Cc1cccc3ccccc13)C(=O)[C@H](CC(=O)NCc1cccs1)C2
    i	1.0
3. COc1ccc(C(C(=O)NCc2ccccc2)n2c(-c3ccccn3)nc3ccccc32)cc1 (stereo not given)
    i	3.9
4. CCN(CC)S(=O)(=O)c1ccc(NC(=O)COc2cccc(-n3cnnn3)c2)cc1
    i	2.2
5. C[C@@H]1CN([C@H](C)CO)C(=O)CCCn2nncc2CO[C@H]1CN(C)Cc1ccc(C(=O)O)cc1
    i	0.9
6. CCOc1ccc(C(=O)Cc2ccccc2)cc1
    i	1.0
7. COc1ccc(S(=O)(=O)N2CCCCC2c2cc(C(=O)Nc3ccccc3Cl)no2)cc1 (stereo not given)
    i	1.4
8. CCc1cc(C(=O)NC2CCCc3c2cnn3-c2ccc(F)cc2F)no1 (stereo not given)
    i	1.2
9. CCOC(=O)C[C@@H]1OC[C@H](C)N1S(=O)(=O)c1ccc(C)cc1
    i	2.2
10. CCCn1nc(C(=O)NNC(=O)c2cccc(C)c2)c2ccccc2c1=O
    i	1.2
11. CCCN(CC1CC1)c1cc2c(c3c1ccn3C)C1CCC2C1 (stereo not given)
    i	0.6
12. O=S(=O)(c1ccc(Cl)cc1)N1CCN(c2nc(C(F)(F)F)nc3ccccc23)CC1
    i	0.5
13. CC(C)(C)OC(=O)NCc1ccc(NC(=O)c2nc[nH]c2C(=O)Nc2cc(Br)ccc2F)cc1
    i	1.3
14. Cn1ccc2c(N3CCCC3)cc3c(c21)C1CCC3O1 (stereo not given)
    i	0.8
15. Cc1ccc(S(=O)(=O)N2CCOCC2)cc1C(=O)Nc1ccc(N2CCCCCC2)cc1
    i	0.8
16. O=c1cc(-c2ccc(O)cc2)oc2c(-c3c(O)cc(O)c4c(=O)cc(-c5ccc(O)cc5)oc34)c(O)cc(O)c12
    i	3.9
17. O=[N+]([O-])c1ccc(Cl)c(S(=O)(=O)/N=C(/Nc2cccnc2)c2ccccc2)c1
    i	0.5
18. O=S1(=O)C[C@@H](N2CCC(Cc3ccccc3)CC2)[C@H](COCc2ccccc2)N1
    i	0.4
19. CC(=O)NCCc1ccc(C(=O)COC(=O)c2cc(C)oc2C)cc1
    i	0.6
20. Cc1c(C(=O)NCc2ccc3c(c2)OCO3)sc(=O)n1Cc1cccc(F)c1
    i	4.1

Compounds 14 through 17, reprinted for reference:
Second line of a record – Myeloid diff 2	Myeloid diff 2 GFP+ MAC1+ %
14. Cn1ccc2c(N3CCCC3)cc3c(c21)C1CCC3O1 (stereo not given)
    i	0.8
15. Cc1ccc(S(=O)(=O)N2CCOCC2)cc1C(=O)Nc1ccc(N2CCCCCC2)cc1
    i	0.8
16. O=c1cc(-c2ccc(O)cc2)oc2c(-c3c(O)cc(O)c4c(=O)cc(-c5ccc(O)cc5)oc34)c(O)cc(O)c12
    i	3.9
17. O=[N+]([O-])c1ccc(Cl)c(S(=O)(=O)/N=C(/Nc2cccnc2)c2ccccc2)c1
    i	0.5

(listing goes on)
Second line of a record – Myeloid diff 2	Myeloid diff 2 GFP+ MAC1+ %
21. COc1cccc(Cn2cnc(-c3ccccc3OC)c2-c2cc(C)cc(C)c2)c1
    i	0.2
22. Cc1ccc(S(=O)(=O)N(C)C)cc1NC(=O)C(C)OC(=O)C1CCC1 (stereo not given)
    i	2.0
23. CCC1(c2ccccc2)NC(=O)N(CC(=O)NC2CCCCCC2)C1=O (stereo not given)
    i	0.6
24. O=C(NCCc1ccccc1)Nc1nnc([C@H]2C[C@H](O)[C@@H](CO)O2)s1
    i	0.4
25. CC1CCN(C(=O)c2ncn(C)c2C(=O)N2CCC(C)CC2)CC1
    i	1.7
26. CC[C@@]1(C(=O)OC)N[C@H](CN(C)C(=O)c2ccc(C)cc2)[C@@H]2C(=O)N(C)C(=O)[C@@H]21
    i	1.3
27. Cc1nc(CC(=O)NNS(=O)(=O)c2cccc(Cl)c2Cl)cs1
    i	1.0
28. CC(C)(C)Cc1c(-c2ccc(Cl)cc2)nc2ccc(Cl)cn12
    i	0.8
29. CC(=O)c1cccc(OCC(=O)N(C)CC(=O)NCc2ccco2)c1
    i	1.2
30. O=C1C(Cc2ccccc2)Nc2ncnc(N3CCCCC3)c2N1Cc1ccc(Br)cc1 (stereo not given)
    i	1.0&0.2
31. CC(=O)NC1CC2CCCC(C1)N2C(=O)Nc1cccc(C)c1 (stereo not given)
    i	0.5
32. CCN1C[C@@H]2[C@@H]3C(=O)N(Cc4ccccc4)C(=O)[C@@H]3[C@](C)(C1=O)N2C(=O)c1ccc(C(C)(C)C)cc1
    i	1.2
33. COc1ccc(NC(=O)C2(C)CCN2C(=O)c2ccc(C(C)(C)C)cc2)cc1OC (stereo not given)
    i	1.0
34. O=C(CCn1cccn1)N1CCCC(Nc2ccc(F)c(F)c2)C1 (stereo not given)
    i	0.7
35. C[C@H](CO)N1C[C@H](C)[C@@H](CN(C)S(=O)(=O)c2cccc(C#N)c2)OCc2cn(nn2)CCCC1=O
    i	0.8
36. CC(C)NC(=O)N(C)C[C@@H]1Oc2c(NC(=O)Nc3ccccc3)cccc2C(=O)N([C@H](C)CO)C[C@H]1C
    i	0.6
37. O=C(NCCNC(=O)Oc1cccc2ccccc12)Oc1cccc2ccccc12
    i	0.5
38. O=C(O)c1cc(N2CCCCC2)ccn1
    i	1.2
39. O=C(O)CN=C(Nc1cc(Cl)cc(Cl)c1)NC(c1ccccc1)c1ccccc1
    i	1.3
40. CC1(C(=O)Nc2ccc(Cl)c(Cl)c2)CCN1C(=O)Cc1ccc(-c2ccccc2)cc1 (stereo not given)
    i	1.0
41. CCCC(NC(=O)CCc1c(C)c2cc3c(C)c(C)oc3cc2oc1=O)C(=O)NC(Cc1ccc(Cl)cc1)C(=O)O (stereo not given)
    i	1.4
42. CCC1NC(=O)c2cccnc2-n2c1nc1cc(C)cc(C)c1c2=O (stereo not given)
    i	0.7
43. Cc1cc(C(=O)NC2CCCCCCC2)ccc1[N+](=O)[O-]
    i	0.3
44. CCC1(CC)CNC(=O)NC1
    i	1.1
45. CN(Cc1cccc(F)c1)C(=O)C1CC(=O)N(c2ccc3c(c2)OCCO3)C1 (stereo not given)
    i	1.0
46. ON=C(CCc1ccccc1)c1ccccc1
    i	0.4
47. O=C(Nc1cc(-c2ccccc2)nn1-c1c(Cl)cccc1Cl)c1ccc(F)cc1
    i	2.5
48. CC(C)(C)S(=O)(=O)N1C[C@H]2CC/C=C\C/C(c3ccccc3)=C\2[C@@H]1CCO
    i	0.8
49. C[C@@H]1CN([C@@H](C)CO)S(=O)(=O)c2ccc(Br)cc2O[C@H]1CN(C)C(=O)C1CCOCC1
    i	0.4
50. CCc1nc2ccc(C(=O)N3CCN(S(=O)(=O)CC)CC3)cn2c1N(CC)Cc1cccc(Br)c1
    i	0.9
51. Cc1cc(C(=O)NNC(=O)/C=C/c2ccco2)c(C)o1
    i	0.6
52. Cc1ccc(-c2nc3ccc(Br)cn3c2Cc2ccsc2)cc1
    i	0.1
53. COc1ccc(CNC(=O)c2ccccc2NC(=O)C2=C(C)OCCS2)cc1
    i	1.7
54. O=NN(CCCl)C(=O)NCCc1cccc[n+]1[O-]
    i	0.6
55. O=C1[C@H](Cc2ccccc2)NCCCC[C@@H](c2ccco2)N1Cc1ccccc1
    i	1.4
56. CSc1nc(N)nc2c1ncn2C1OC(CO)C(O)C1O (stereo not given)
    i	0.5
57. CCCCN1C(=O)C(CC(=O)NCCN2CCOCC2)CC(C(=O)N(CC)CC)=C1C (stereo not given)
    i	2.0
58. CC(C)C1C(=O)N(Cc2cn(CCC3OCCO3)nn2)CCS(=O)(=O)N1Cc1ccc(-c2ccccc2C(F)(F)F)cc1 (stereo not given)
    i	1.5
59. Cc1cc(NC(=O)COC(=O)/C=C/c2ccc(C)o2)no1
    i	0.6
60. O=C1OCCN1c1ccccc1
    i	1.8
61. COc1cccc(/C=C/C(=O)OCC(=O)N2c3ccccc3CC2C)c1OC (stereo not given)
    i	0.7
62. C[C@]12CC[C@H](O)CC1=CCC1C2CC[C@@]2(C)C1CC[C@@H]2NC(=O)[C@@H](N)Cc1cnc[nH]1 (stereo not given in full)
    i	1.1
63. COc1cc(OC)c(N2CC(C(=O)Nc3cccc(C(=O)NC4CC4)c3)CC2=O)cc1Cl (stereo not given)
    i	1.9
64. CN(c1ccc(C(=O)NCC2CCCO2)cc1)S(=O)(=O)c1ccc(Cl)cc1 (stereo not given)
    i	0.7
65. CCOC(=O)Cn1c(C(F)(F)F)nc2nc(Cl)c(Cl)nc21
    i	1.3
66. CC(=O)Nc1cncc(-c2cnn(CC(C)C)c2)n1
    i	0.7
67. O=C(Nc1ccc2c(c1)OCCO2)c1[nH]c(C(F)(F)F)nc1-c1ccccc1
    i	3.1
68. CC1CCCCC1NC(=O)COC(=O)c1ccc([N+](=O)[O-])o1 (stereo not given)
    i	0.2
69. CN(C)C(=O)Nc1ccc(Cl)c(Cl)c1
    i	2.2
70. COC(=O)c1cccc(NC(=O)/C(=C\c2ccco2)NC(=O)c2ccco2)c1
    i	0.5

Laid out differently: two of the compounds above
(64) CN(c1ccc(C(=O)NCC2CCCO2)cc1)S(=O)(=O)c1ccc(Cl)cc1 (stereo not given)
  Myeloid diff 2 = i
  Myeloid diff 2 GFP+ MAC1+ % = 0.7

(65) CCOC(=O)Cn1c(C(F)(F)F)nc2nc(Cl)c(Cl)nc21
  Myeloid diff 2 = i
  Myeloid diff 2 GFP+ MAC1+ % = 1.3

Remaining list, next part
Second line of a record – Myeloid diff 2	Myeloid diff 2 GFP+ MAC1+ %
71. Cc1ccc(S(=O)(=O)N2CCOCC2)cc1NC(=O)COC(=O)Cc1ccc(Cl)cc1
    i	0.4
72. CCCS(=O)(=O)NC(=O)C1(C)CCCN(C(=O)c2ccc3snnc3c2)C1 (stereo not given)
    i	0.6
73. O=C(NCc1cccnc1)c1cc(C2CCCCN2S(=O)(=O)Cc2ccccc2)on1 (stereo not given)
    i	0.8
74. CC(C)c1cccc(-c2csc(C(O)c3cccc(Cl)c3)n2)c1 (stereo not given)
    i	0.9
75. COc1cc(/C=C/C(=O)O)cc(S(=O)(=O)NNC(=O)c2cc(C)oc2C)c1OC
    i	0.6
76. COc1ccc(NC(=O)CN(C)CC(=O)NCCc2ccc(F)cc2)cc1
    i	0.5
77. Cc1cc2nc(-c3nnnn3Cc3ccccc3)c(=O)[nH]c2cc1C
    i	1.1
78. CC1(C)OC(=O)C2=C(C[C@@H](C3CCCC3)O[C@@H]2c2ccc(Cl)cc2)O1
    i	1.8
79. COc1ccc(OCCNC(=O)C2(C)CCN2Cc2ccc3ccccc3c2)cc1 (stereo not given)
    i	0.9
80. COCCCN1C(=O)C(CC(=O)NCCCN(C)C)CC(C(=O)N2CCOCC2)=C1C (stereo not given)
    i	0.8
81. CN(c1ccccc1)S(=O)(=O)c1cccc(NC(=O)CN2C(=O)NC3(CCCC3)C2=O)c1
    i	0.7
82. CCOC(=O)C1(C)CCCCCN1C(=O)c1ccc(N(C)C)cc1 (stereo not given)
    i	1.4
83. O=C(CC1C=CCC1)Nc1ccccc1 (stereo not given)
    ?	·
84. CC(C)Oc1ccc2ccccc2c1CNC[C@H]1O[C@@H](n2cnc(C(N)=O)n2)[C@H](O)[C@@H]1O
    i	0.7
85. CCc1nc2ccc(C(=O)NCCCn3ccnc3)cn2c1N(CC)CCN(C)C
    i	1.0
86. COC(=O)[C@@H](NCc1ccc(B(O)O)cc1)C(C)C
    i	0.1
87. CCC(C)[C@H](N)C(=O)N[C@H]1CCC2C3CC=C4C[C@@H](O)CC[C@]4(C)C3CC[C@@]21C (stereo not given in full)
    i	0.7
88. Cc1n[nH]c(C)c1S(=O)(=O)N(C)Cc1ccco1
    i	0.2
89. CCNC(=O)c1cc2c(c(-c3cccc(-c4cncnc4)c3)n1)[C@H](CCO)N(C(C)=O)C2
    i	0.5
90. NC(=O)C1CCN(C(=O)c2ccc(Cl)c(S(=O)(=O)N3CCCCCC3)c2)CC1
    i	1.5
91. COc1cc(OC)c(C2C=CC(=O)CC2)c(OC)c1 (stereo not given)
    i	0.6
92. NC(=O)C1CCCN(C(=O)c2ccc(Cl)c(S(=O)(=O)N3CCc4ccccc43)c2)C1 (stereo not given)
    i	0.0
93. O=C(CSc1ccc2ccccc2n1)NCCCN1CCCC1=O
    i	1.5
94. COC(=O)[C@H](CO)N1C(=O)[C@@H]2[C@H](C1=O)C1C=C[C@H]2C1
    i	1.0
95. CC(C)(C)c1ccc(C(=O)NCCC(=O)NNC(=O)COc2ccccc2F)cc1
    i	0.5
96. CC(C)N(C(=O)[C@H]1C[C@H](CC(=O)NCCCN(C)C)C(=O)N2CCc3c([nH]c4cc(-c5ccco5)ccc34)[C@]12C)C(C)C
    i	0.3
97. C[C@H](CO)N1C[C@H](C)[C@H](CN(C)C(=O)Cc2ccncc2)Oc2ncc(Br)cc2C1=O
    i	0.3
98. COc1cc([N+](=O)[O-])c2nc(C=NNC(N)=S)ccc2c1
    i	0.5
99. COC(=O)[C@@]1(Cc2ccc(F)cc2)[C@H]2c3cc(C(=O)N4CCCC4)n(Cc4ccc(Cl)c(C(F)(F)F)c4)c3C[C@H]2CN1C(=O)c1ccccc1
    i	0.7
100. CCOc1ccccc1-n1nnnc1SCC(=O)N(C)C1CCS(=O)(=O)C1 (stereo not given)
    i	0.6
101. CN(C)CCNc1nc(Oc2ccccc2)c2sccc2n1
    i	1.2
102. Clc1ccc(CNc2ncnc3[nH]ncc23)c(Cl)c1
    i	1.9
103. COCCn1c(N)c(N(Cc2ccccc2)C(=O)c2ccc(N3CCCC3=O)cc2)c(=O)[nH]c1=O
    i	0.9
104. O=C(NCCc1ccccc1)C1Cc2c(-c3ccc(Cl)cc3)ccnc2O1 (stereo not given)
    i	0.4

Screens deposited in PubChem BioAssay by NMMLSC.
